p53 reactivator: qHTS assay for re-activators of p53 using a Luc reporter | H1299 p53-A138V BP100-luciferase reporter, luminescence, 24 h | Potency, µM (highest dose often 92.2 µM), inactives show at the top dose activity change, positive = activation, actives largely listed as activators | 320,000 tested, 0.063% active | AID 504706, 2011; further: potency means the concentration at half of the fitted maximal effect; % of control where 0% means no effect; nearly all actives have a fitted effect of over 45% in size
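H1299 (p53-null), stable ts p53-A138V + BP100-Luc; 1000 cells/well, Opti-MEM/10% FBS; cpd 4 pt, 1:5; 24 h, 37 deg C, 5% CO2; detection reagent 10 min RT; luminescence.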
BRCA1 expr act: qHTS Assay to Identify Small Molecule Activators of BRCA1 Expression; MCF7-BRCA1-FFLuc reporter, luminescence, 48 h; response scale: scaled: vehicle 0%, 10 µM genistein 100%; Potency, µM (doses to about 46.1 µM), for inactives: at the highest dose activation, usual class: activators; 380,000 tested, 1.1% active; AID 624202, 2012; further: potency means the concentration at half of the fitted maximal effect; nearly all actives have a fitted effect of over 80% in size; some results filed as inactive show a strong effect at the top dose
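First, MCF7-BRCA1-FFLuc cells (2000/well) attach for 2 h; next, compounds are pin-added and incubated 48 h at 37 °C; finally, luciferase reagent is added and luminescence read after 15 min.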
B2AR arrestin: qHTS assay of beta-arrestin-biased ligands of beta2-adrenergic receptor | beta-arrestin recruitment to beta2AR, cell-based reporter | 330,000 tested, 0.02% active | Potency, µM (top dose mostly 46.1 µM), inactives show at the highest dose activation, actives largely listed as activators | Beta-2 adrenergic receptor (Homo sapiens), P07550;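 further: potency means the concentration at half of the fitted maximal effect; 0% = DMSO controls and full agonism = EC100 isoproterenol or metaproterenol; nearly all actives have a fitted effect of over 65% in size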
Target sequence (P07550 whole entry, looked up): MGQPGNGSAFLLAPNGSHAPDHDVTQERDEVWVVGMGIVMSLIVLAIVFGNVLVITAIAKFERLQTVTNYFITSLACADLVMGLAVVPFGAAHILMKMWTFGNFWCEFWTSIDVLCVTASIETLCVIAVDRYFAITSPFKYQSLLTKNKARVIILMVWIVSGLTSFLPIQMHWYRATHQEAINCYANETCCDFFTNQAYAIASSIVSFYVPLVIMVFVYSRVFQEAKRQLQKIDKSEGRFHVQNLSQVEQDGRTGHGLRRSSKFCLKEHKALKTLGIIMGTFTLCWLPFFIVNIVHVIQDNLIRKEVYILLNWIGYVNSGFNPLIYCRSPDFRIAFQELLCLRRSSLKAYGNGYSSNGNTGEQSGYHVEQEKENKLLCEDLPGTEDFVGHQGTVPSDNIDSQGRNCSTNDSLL
TRPV1 ag: HTS Assay for Compounds that Act as Agonists of the Vanilloid Receptor 1; Transient receptor potential cation channel subfamily V member 1 (Homo sapiens), Q8NER1; 320,000 tested, 0.19% active; TRPV1-expressing cells, Fluo-8 calcium influx, agonist mode; activation, % at 8.33 µM; in the data active means activation above about 80%; inconclusive means between about 30% and that limit; further: 0% is about no effect
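TRPV1-expressing cells were cultured overnight at 35.5C and loaded with Fluo-8 calcium dye for 40 to 90 min at room temperature. After a 10 s baseline, compound was added and calcium influx was read kinetically for 3 min (ex 480/em 520 nm).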
ELG1 DNA repair: qHTS screen for small molecules that inhibit ELG1-dependent DNA repair in human embryonic kidney (HEK293T) cells expressing luciferase-tagged ELG1 | HEK293T ELG1-luciferase reporter, luminescence, 16 h; DNA damage induced by 5-fluorouridine | Potency, µM (doses to about 46.1 µM), for the others: at the top dose activity change, negative = inhibition, usual class: inhibitors | 330,000 tested, 2.3% active | AID 504467, 2011; further: potency means the concentration at half of the fitted maximal effect; on the % scale 0 is the no-effect control and ±100 the full control effect; nearly all actives have a fitted effect of over 55% in size
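Overnight (16 hr) co-exposure of 2,000 cells/well to 5-fluorouridine and compound at 37 °C preceded detection. Luciferase was quantified via ONE-Glo luminescence; loss of signal denotes inhibition.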
AT treatment: qHTS Assay for Identifying a Potential Treatment of Ataxia-Telangiectasia; […] A-T fibroblasts, KAP-1 phosphorylation AlphaLISA; neocarzinostatin DNA damage 30 min before lysis; Potency, µM (highest dose often 57.5 µM), without a hit: at the top dose activation, hits mostly activators; 320,000 tested, 0.19% active; AID 485349, 2010; further: potency means the concentration at half of the fitted maximal effect; % of control where 0% means no effect; nearly all actives have a fitted effect of over 45% in size
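ATM-like activity read as KAP-1 phosphorylation via AlphaLISA donor/acceptor antibody pairs after lysis and 6 hr at 25C. Cells were ATM-null patient fibroblasts ([…], hTERT), dosed 60 min, then exposed to the DSB inducer NCS for 30 min.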
a7 integrin act: qHTS for Activators of Integrin-Mediated Alleviation for Muscular Dystrophy. alpha7betagal myoblasts, beta-gal FDG fluorescence, 48 h. Potency, µM (titrated, usually from 38.3 µM), inactives show top-dose activation, actives largely listed as activators. 350,000 tested, 0.064% active. AID 624291, 2012;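 further: potency means the concentration at half of the fitted maximal effect; 100% = response of the positive control SU9516; nearly all actives have a fitted effect of over 60% in size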
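Alpha7betagal+/- myoblasts (passage 13) were plated 16-24 hr, then exposed to compounds (1:260 dilution of DMSO stock) for 48 hours at 37C. After MPER lysis, β-galactosidase reporter activity was read as FDG fluorescence (ex 480/em 540) after 30 minutes.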
CXXC DNA block: qHTS Fluorescence Polarization Assay for Inhibitors of MLL CXXC domain - DNA interaction. MLL-CXXC / FITC-HOXA9 DNA fluorescence polarization. Histone-lysine N-methyltransferase 2A (Homo sapiens), Q03164. 290,000 tested, 0.037% active. Potency, µM (titrated, usually from 115 µM), without a hit: top-dose activity change, negative = inhibition, usual class: inhibitors; active means well fitted inhibition curve with a large enough effect in the polarisation, with a control signal flat, not every such curve was filed as active; inconclusive means small, poorly fitted or top-dose-only effect, or effect the other way, or a change in a side signal; inactive means no such curve, though single readings can be large or run the other way; the % refers to the polarisation; further: potency means the concentration at half of the fitted maximal effect
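Fluorescence polarization: 7 uM MLL-CXXC (stock) preincubated 5 min with compounds, then 50 nM fluorescein-HOX-A9 DNA (stock) added; 30 min ambient. Buffer 50 mM Tris-HCl pH 7.5, 50 mM NaCl, 1 mM DTT, 0.05% BSA.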
TCR activator: Activators of T cell receptors: qHTS campaign; primary human leukocytes, anti-CD3, IL-2 HTRF, 48 h; 330,000 tested, under 10 active; Potency, µM (doses to about 9.22 µM), inactives show at the highest dose activation of IL-2 secretion, usual class: activators; AID 504894, 2011; further: % of control where 0% means no effect
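Using a-CD3 beads without co-stimulation, primary human leukocytes were exposed to compounds for 48 hr. An HTRF IL-2 kit measured the cytokine, with europium-to-d2 energy transfer producing emission at 665nm upon 320nm excitation.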
TSG101-PTAP inh: qHTS Assay for Iinhibitors of HIV-1 Budding by Blocking the Interaction of PTAP/TSG101 | AID 493005, 2010 | Fluorescence polarization, FITC-PTAP peptide / Tsg101 binding | 340,000 tested, under 10 active | Tumor susceptibility gene 101 protein (Homo sapiens), Q99816 | Potency, µM (series often up to 115 µM), for inactives: at the highest dose activity change, negative = inhibition, actives largely listed as inhibitors; active means well fitted inhibition curve with a large enough effect in the main read-out, with a control signal flat, not every such curve was filed as active; inconclusive means small, poorly fitted or top-dose-only effect, or effect the other way, or a change in a side signal; inactive means no such curve, though single readings can be large or run the other way; further: potency means the concentration at half of the fitted maximal effect; % of control where 0% means no effect
Target sequence (Q99816 whole entry, looked up): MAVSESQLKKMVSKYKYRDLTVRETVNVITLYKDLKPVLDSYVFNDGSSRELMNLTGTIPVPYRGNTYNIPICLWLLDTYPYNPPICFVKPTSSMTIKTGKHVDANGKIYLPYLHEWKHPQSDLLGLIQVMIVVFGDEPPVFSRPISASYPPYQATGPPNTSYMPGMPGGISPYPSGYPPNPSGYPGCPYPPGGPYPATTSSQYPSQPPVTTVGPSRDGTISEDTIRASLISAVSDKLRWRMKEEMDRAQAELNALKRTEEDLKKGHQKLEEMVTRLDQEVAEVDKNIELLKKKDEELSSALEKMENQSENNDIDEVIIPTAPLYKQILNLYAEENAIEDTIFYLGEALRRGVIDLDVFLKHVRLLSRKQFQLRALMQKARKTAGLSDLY
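Tsg101 binding domain (10 uM final) was mixed with compound and a FITC-labeled PTAP peptide (50 nM final) in HEPES pH 7.5 buffer with NaCl, Tween 20, EDTA and TCEP; fluorescence polarization was read after 20 min at r.t.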
An asterisk follows results filed as active; ? = inconclusive; · = not tested or not shown; & = joins results of further samples; [ ] = dose if it differs, or a comment. Unless noted, the call rests on the fitted dose curve; in most records, active means well fitted curve in the direction sought with a large enough effect; inconclusive means small, poorly fitted or top-dose-only effect, or another doubt; inactive means no such curve, though single readings can be large; an effect the other way counts as inactive or inconclusive.

SMILES	p53 reactivator	BRCA1 expr act	B2AR arrestin	TRPV1 ag	ELG1 DNA repair	AT treatment	a7 integrin act	CXXC DNA block	TCR activator	TSG101-PTAP inh
O=C(Nc1ccc(Br)cc1)Nc1ccccc1Cl	?	8%	0.4%	?	?	-1%	-2%	-12%	4%	-3%
COc1ccc(CNC(=O)N2CCN(S(=O)(=O)c3ccccc3F)CC2)cc1	-3%	0%	-0.7%	6	-2%	5%	7%	14%	-19%	-1%
Cc1ccc(Cl)c(N/C=C/C(=O)c2ccccc2)c1	40µM*	50%	-0.1%	7	?	10%	40%	4%	·	-2%
CCCCC(CCC(=O)O)(C(=O)OCC)c1csc(Nc2ccc(OCC)cc2)n1 (stereo unspecified)	-3%	0%	-0.4%	-2	11%	13%	23%	-5%	-3%	-3%
O=C(Nc1cccc(-c2cn3cccnc3n2)c1)c1ccco1	7%	32%	0.2%	3	26%	-9%	42%	-4%	-1%	-7%
CCc1[nH]nc2c1C1(CCOC1C)C(C#N)=C(N)O2 (stereo unspecified)	0%	-19%	-0.4%	-1	-3%	1%	?	-10%	5%	-6%
Cc1ccc(CC23CN4CCN(CC(C4)C2O)C3)c(C)c1 (stereo unspecified)	-7%	3%	-0.1%	0	19%	32%	23%	-6%	-7%	-4%
CCn1cc(C(=O)NN)c(=O)c2cc(F)c(N3CCCCC3)cc21	-3%	-1%	-0.3%	-2	6%	-3%	-48%[inhibitor]	-5%	-4%	-3%
Cc1ccc(S(=O)(=O)N(C)C)cc1NC(=O)COC(=O)CCNS(=O)(=O)c1ccccc1	1%	1%	-0.6%	-1	-1%	9%	-4%	·	1%	-2%
O=S(=O)(NCCc1ccncc1)c1cc(Br)ccc1F	9%	-5%	0.1%	4	3%	-2%	3%	10%	-3%	-7%
CC1(C)CC(=O)C2=C(C1)Nc1ccccc1NC2c1cccnc1 (stereo unspecified)	-1%	4%	-1.0%	4	6%	-5%	18%	3%	2%	-4%
CN(Cc1cccs1)C(=O)CCc1c[nH]c2ccccc12	2%	0%	0.1%	2	15%	-6%	?	2%	-2%	-6%
CCOC(=O)c1ccc(NC(=O)C(=O)NCc2ccc(/C=C(/C#N)C(=O)NCCOC)o2)cc1	-4%	1%	0.1%	-2	?	3%	-12%	31%[activator]	-5%	0%
CN(Cc1ccc(F)cc1)C(=O)c1ccc2c(c1)NC(=O)CS2	-3%	-19%	-0.2%	23	16%	2%	3%	12%	4%	-7%
CCOC(=O)N1CCN(C(=O)COC(=O)CNC(=O)c2ccc(OCC)c(OCC)c2)CC1	7%	-12%	-0.2%	2	15%	0%	21%	·	8%	-7%
O=C(NCc1ccco1)c1cccc(NS(=O)(=O)c2ccccc2F)c1	0%	-2%	-2.1%	-2	-6%	1%	-6%	-3%	-1%[46.1 µM]	-2%
CCC(Sc1nc(C)cc(C)n1)C(=O)Nc1nccs1 (stereo unspecified)	-1%	6%	-1.0%	?	18µM*	6%	-22%	-1%	-1%	-2%
Cc1nc(-c2nnc(SCC(=O)Nc3ccc(C(F)(F)F)cc3)n2C)cs1	-3%	-33%	-0.6%	4	5%	15%	-18%	-10%	1%	1%
CCSc1nc2ccccc2c(=O)n1CCc1ccc(OC)c(OC)c1	-6%	-6%	0.3%	2	?	-4%	15%	5%	-2%	-5%
Cc1ccc(C)c(N(C(=O)c2csnn2)C(C(=O)NC2CCCCC2)c2cccnc2)c1 (stereo unspecified)	6%	-1%	-0.5%	3	3%	2%	14%	2%	2%	3%

3 of these compounds, set out differently.
Structure | p53 reactivator | BRCA1 expr act | B2AR arrestin | TRPV1 ag | ELG1 DNA repair | AT treatment | a7 integrin act | CXXC DNA block | TCR activator | TSG101-PTAP inh
CCC(Sc1nc(C)cc(C)n1)C(=O)Nc1nccs1 (stereo unspecified) | -1% | 6% | -1.0% | ? | 18µM* | 6% | -22% | -1% | -1% | -2%
Cc1nc(-c2nnc(SCC(=O)Nc3ccc(C(F)(F)F)cc3)n2C)cs1 | -3% | -33% | -0.6% | 4 | 5% | 15% | -18% | -10% | 1% | 1%
CCSc1nc2ccccc2c(=O)n1CCc1ccc(OC)c(OC)c1 | -6% | -6% | 0.3% | 2 | ? | -4% | 15% | 5% | -2% | -5%

Continuation:
SMILES	p53 reactivator	BRCA1 expr act	B2AR arrestin	TRPV1 ag	ELG1 DNA repair	AT treatment	a7 integrin act	CXXC DNA block	TCR activator	TSG101-PTAP inh
c1ccc(-c2n[nH]c(-c3ccccc3)c2-c2nc3ccccc3[nH]2)cc1	-5%	9%	-0.4%	18	17%	-6%	-36%	-2%	·	-6%
Cc1ccsc1C(=O)NNC(=O)c1ccncc1	12%	23%	0.0%	1	17%	8%	15%	·	2%	0%
Cc1ccc(SCC(=O)n2nc(C)cc2C)cc1	0%	-33%	-0.2%	-7	0%	-6%	14%	-3%	-6%[46.1 µM]	-1%
Cc1cc(-n2nc(C)cc2C)nc(N)n1	-1%	6%	-0.2%	-1	?	-10%	14%	-1%	5%	-2%
Cc1cc(=O)[nH]c(SCc2nc3ncccn3c2Br)n1	-9%	1%	-0.3%	9	?	-11%	-21%	3%	1%	5%
CCOC(=O)c1c(C)[nH]c(C)c1C(=O)COC(=O)c1ccc(Cl)c(S(N)(=O)=O)c1	-1%	0%	0.3%	-4	?	5%	-9%	-4%	-7%	-3%
NC(=O)c1nsc(C(=O)N(Cc2ccco2)C(C(=O)NCc2ccc(F)cc2)c2ccc(O)cc2)c1N (stereo unspecified)	-8%	-44%	-1.0%	-2	12µM*	-1%	14%	13%	-4%	-1%
CC1CCN(C(=O)CSc2nc(C3CC3)nc3ccccc23)CC1	5%	-4%	-0.4%	-4	1%	10%	-22%	52%[activator]	-5%	-7%
Cc1cc(C)c(C)c(OCC(=O)O/N=C(\N)c2ccccn2)c1	4%	63%	9.6%	7	?	0%	-6%	0%	-1%	-3%
Fc1ccc(Nc2nc(N/N=C/c3ccco3)nc(N3CCCCC3)n2)cc1	-3%	-22%	0.2%	?	?	-6%	0%	5%	-6%	-6%
CCCCCn1c(=N)n(CC(O)COc2ccccc2OC)c2ccccc21 (stereo unspecified)	-32%&4%[inhibitor]	-55%&-77%	-0.4%&0.0%	15&4	?	?	-54%&-55%[inhibitor]	14%&10%	4%[46.1 µM]	-13%&-3%
CC(=O)OC1CCC(OC(C)=O)c2c1n([O-])c(C)c(C)[n+]2=O (stereo unspecified)	1%	1%	0.0%	2	24%	5%	2%	8%	-1%	-6%
Fc1cccc(Nc2ncnc3[nH]ncc23)c1	-3%	-8%	0.0%	?	-3%	-7%	2%	6%	-2%	-3%
CN(Cc1ccccc1)CC(O)COc1ccc(CNCc2nccn2C)cc1 (stereo unspecified)	-2%	1%	14%	1	-14%	0%	-47%[inhibitor]	-3%	1%	-2%
COC(=O)c1sccc1NC(=O)CC1C(=O)NCCN1C(=O)Nc1ccccc1 (stereo unspecified)	·	2%	-0.2%	-5	?	·	21%	-7%	-2%	0%
CC(C)C(=O)Nc1c(-c2ccc(Cl)cc2)c(=O)c2ccccc2n1C	-1%	-10%	0.2%	-1	8%	6%	16%	?	4%	-4%
COC(=O)[C@H](CC(C)C)NS(=O)(=O)c1ccccc1	·	-25%	-0.4%	6	5%	10%	-8%	1%	1%	0%
O=C(C1CCN(S(=O)(=O)c2c(Cl)cccc2Cl)CC1)N1CCCCCCC1	0%	5%	-0.1%	28	?	4%	-3%	·	0%	-8%
C=C(C)C(=O)Nc1cccc(C2=NOC3(C2)C[C@@H](C(N)=O)N(C(=O)CC(c2ccccc2)c2ccccc2)C3)c1 (stereo partly specified)	-3%	9%	0.0%	-1	?	13%	-4%	-5%	0%	-3%
N#Cc1ccc(OCC(=O)NCC2(N3CCCCC3)CCCCC2)cc1	1%	-25%	-1.5%	-1	-5%	0%	30%	11%	-1%	-5%
Cc1nn(C)cc1NC(=O)CC12CC3CC(CC(C3)C1)C2	0%	-27%	-0.5%	16	15%	2%	-5%	0%	-1%[46.1 µM]	-4%
O=C(NCc1ccc(Cl)cc1)C(=O)NCC1OCCN1S(=O)(=O)c1cc(F)ccc1F (stereo unspecified)	20%	-13%	0.0%	1	-15%	13%	1%	4%	-2%	1%
COc1ccccc1N(C)S(=O)(=O)c1ccc(Cl)c(C(=O)Nc2ccncc2)c1	-7%	-30%	-0.2%	1	?	4%	-19%	·	-7%	4%
